Screens deposited in PubChem BioAssay by several laboratories.
LAP4-GFP MLPCN – modulators of LAP4-GFP expression in yeast, primary screen, S. cerevisiae, multiplex flow cytometry, MLPCN library; 3 h; median GFP as percent of DMSO wells; GFP response vs DMSO, % at 10 µM; 320,000 compounds, 0.34% hits;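 active = GFP response vs DMSO above a set limit, about the screen mean plus 3 SD, cut at about 150% in these data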
procasp7 counter – procaspase-7 activators, primary screen, counter-screen for procaspase-3 activator project, biochemical, absorbance, HTS, human. Caspase-7 (Homo sapiens), P55210. recombinant procaspase-7, Ac-DEVD-pNA absorbance 405 nm; D23A/D198A/D206A triple mutant, cannot self-cleave; scale: DMSO 0, 5 µM enzyme 100. activation, % at 8.5 µM. 330,000 compounds, 0.093% hits. AID 463210, 2010;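 active = percent activation above the screen-wide mean plus 3 SD, cut at about 25% in these data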
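System: Procaspase-7 triple mutant (PC-7 D3A); measure: % activation from two-timepoint absorbance difference, scaled to controls; times: 1 h compound preincubation, 2 h substrate cleavage, 25 °C; also added: Ac-DEVD-pNA substrate, 400 µM as added; measured by: Epi-absorbance of released pNA at 405 nm, two timepoints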
EBNA-1 inh – EBNA-1 DNA-binding inhibitors, primary screen, biochemical, fluorescence polarization. inhibition, % at 14.8 µM. 300,000 compounds, 0.34% hits. AID 1950, 2009; in the data active = inhibition above about 28%
ZTA counter – blocks Epstein-Barr virus ZTA, an EBNA-1 counter-screen | 320,000 compounds, 0.15% hits | ZTA-DNA binding, fluorescence polarization | inhibition, % at 11 µM | P03206; in the data active = inhibition above about 33%
proCasp3 act – activators of human procaspase-3 D3A mutant, primary screen, biochemical, absorbance, PC-3 D3A mutant, single concentration. Caspase-3 (Homo sapiens), P42574. 330,000 compounds, 0.11% hits. activation, % at 8.5 µM. recombinant procaspase-3 D3A, Ac-DEVD-pNA absorbance 405 nm. AID 463141, 2010;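 active = activation above the mean of all tested compounds plus 3 SD, cut at about 21% in these data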;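 also: 0% = DMSO alone and 100% = DMSO wells spiked with extra 5 µM PC-3 D3A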
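Test system: Procaspase-3 D3A mutant, all three cleavage aspartates alanine | Dosing: Single dose, 8.5 µM nominal compound, 0.8% DMSO | Schedule: 1 h preincubation, 2 h reaction | Technique: 405 nm absorbance of p-nitroaniline, reads at 0 and 120 min | Repeats: One well per compound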
AHR act – AHR activators, primary screen, cell-based, luminescence, luciferase reporter, human; activation, % at 5 µM; 320,000 compounds, 2.5% hits; Aryl hydrocarbon receptor (Homo sapiens), P35869; AHR-responsive luciferase reporter cells; in the data active = activation above about 47%;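 also: 0% = vehicle wells and 100% = reference agonist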
Target sequence (P35869 whole entry, looked up): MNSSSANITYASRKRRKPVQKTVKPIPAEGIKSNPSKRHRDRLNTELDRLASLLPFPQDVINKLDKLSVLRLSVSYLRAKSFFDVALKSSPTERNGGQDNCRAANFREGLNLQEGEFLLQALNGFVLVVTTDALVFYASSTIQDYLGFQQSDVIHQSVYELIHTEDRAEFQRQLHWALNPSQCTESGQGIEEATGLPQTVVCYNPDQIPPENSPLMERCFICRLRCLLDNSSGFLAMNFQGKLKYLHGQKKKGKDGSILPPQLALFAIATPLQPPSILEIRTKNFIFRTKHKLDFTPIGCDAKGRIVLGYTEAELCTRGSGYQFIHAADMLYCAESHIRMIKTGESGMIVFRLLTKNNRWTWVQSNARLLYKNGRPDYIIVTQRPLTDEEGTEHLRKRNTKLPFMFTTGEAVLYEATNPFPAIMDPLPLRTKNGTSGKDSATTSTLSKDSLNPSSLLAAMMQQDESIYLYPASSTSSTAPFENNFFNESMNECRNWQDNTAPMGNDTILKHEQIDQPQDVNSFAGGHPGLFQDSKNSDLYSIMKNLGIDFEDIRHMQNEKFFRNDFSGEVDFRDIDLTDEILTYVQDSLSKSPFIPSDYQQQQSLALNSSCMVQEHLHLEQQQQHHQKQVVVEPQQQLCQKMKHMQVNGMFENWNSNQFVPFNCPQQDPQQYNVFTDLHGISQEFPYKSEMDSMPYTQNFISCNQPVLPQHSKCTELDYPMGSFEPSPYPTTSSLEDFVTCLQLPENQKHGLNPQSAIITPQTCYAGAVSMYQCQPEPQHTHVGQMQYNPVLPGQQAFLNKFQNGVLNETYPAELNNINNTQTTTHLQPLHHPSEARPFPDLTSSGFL
MEP2 TOR yeast – modulators of MEP2-GFP levels in yeast, primary screen, S. cerevisiae, multiplex flow cytometry, MLPCN library; S. cerevisiae MEP2-GFP strain, 3 h; 100% = DMSO control level; GFP response vs DMSO, % at 10 µM; 330,000 compounds, 0.51% hits;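 active = GFP response versus DMSO above a set limit, roughly screen mean plus 3 SD, cut at about 180% in these data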;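 also: median GFP fluorescence of the barcode-gated MEP2-GFP cells per well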
RPL19A-GFP yeast – RPL19A-GFP expression modulators in yeast, primary screen, cell-based, S. cerevisiae, multiplex flow cytometry, MLPCN; S. cerevisiae RPL19A-GFP strain, 3 h; hits give low values; percent response vs DMSO, % at 10 µM; 330,000 compounds, 0.3% hits;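 active = percent response vs DMSO below 50%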;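 also: median channel GFP fluorescence of the barcoded RPL19A-GFP strain; ratio of sample median GFP to plate DMSO average so 100% = DMSO; lower means less RPL19A-GFP as with rapamycin TOR inhibition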
Starred values were filed as active, the others as inactive; . = not tested or not shown.

SMILES	LAP4-GFP MLPCN	procasp7 counter	EBNA-1 inh	ZTA counter	proCasp3 act	AHR act	MEP2 TOR yeast	RPL19A-GFP yeast
COC(=O)c1ccc(/C=N/n2cnnc2)cc1	93	-1	-8	3	-3	1	87	93
CCOC(=O)Nc1ccc2c(c1)N(C(=O)CCN(CC)CC)c1ccccc1S2=O (stereo unspecified)	91	8	-12	-3	-12	21	96	98
O=C(CSc1nc2ccccc2c(=O)[nH]1)Nc1ccc(N2CCOCC2)c(Cl)c1	93	7	2	4	5	11	100	99
CN(CCOc1ccccc1)C(=O)c1ccc(N2CCCC2)c([N+](=O)[O-])c1	93	-4	-9	6	-3	-3	111	102
CN(c1ccc(F)cc1)S(=O)(=O)c1ccc(Cl)c(C(=O)NCc2ccco2)c1	99	-2	.	.	7	0	96	93
S=c1nc(C2CCCCC2)n(-c2ccccc2)[nH]1	105	-9	-24	-5	-13	10	100	100
CCOC(=O)N1CCN(CC(=O)Nc2sc(CC)cc2C(=O)c2ccc(OC)cc2)CC1	109	1	-1	-4	-3	2	86	91
Cc1cccnc1NC(=O)Cn1nc([N+](=O)[O-])cc1C	104	3	2	-14	5	1	102	101
C=CCOC(=O)/C(=C\c1ccccc1)NC(=O)c1ccc(C)cc1	90	12	8	0	4	3	92	97
O=C(c1cc(=O)c2ccccc2o1)N(Cc1ccccc1)C1CCS(=O)(=O)C1 (stereo unspecified)	84	2	-1	-9	11	-3	100	94
Cn1c(SCC(=O)Nc2ccccc2Cl)nnc1C1CC1	102	7	-4	13	0	4	104	101
Cc1ccc(NC(=O)C(=S)NCc2ccco2)cc1	101	2	9	6	-3	9	98	98
COc1ccccc1CNS(=O)(=O)c1cccc(S(=O)(=O)N2CCOCC2)c1	98	-2	8	15	-2	4	99	99
COC(=O)C(NC(=O)c1ccc(C)cc1)(Nc1cccc(C)n1)C(F)(F)F (stereo unspecified)	94	6	4	5	5	1	101	97
Cn1c(=O)cc(SCC(=O)N2CCN(C(=O)c3ccco3)CC2)c2ccccc21	104	-4	-1	4	4	10	105	102
Cc1cccc(-n2ncc3c(NCc4ccccn4)ncnc32)c1	102	10	3	-18	4	-15	104	98
CCc1ccccc1NC(=S)N(CCOC)C(C)c1ccco1 (stereo unspecified)	96	-10	-3	-10	7	-2	94	95
CCC(C)c1ccc(NC(=O)c2cccs2)cc1 (stereo unspecified)	106	-9	-13	-4	-8	2	99	98
O=C(CC(=O)NCc1cccnc1)NCc1cccnc1	96	3	4	-17	4	1	98	97
COc1ccc(N(CC(=O)NN=C2CCCCCCC2)S(=O)(=O)c2ccccc2)cc1	105	8	5	-12	0	3	114	108
COc1ccc(/C(N)=N/OC(=O)c2cccc([N+](=O)[O-])c2C)cc1	119	5	14	17	10	54*	98	100
CCCN1CCC(=O)N([C@H](CSc2ccc(Br)cc2)c2ccccc2)CC1	99	-2	5	-22	3	7	108	109
CN(C(=O)CN1C(=O)S/C(=C\c2ccccc2Cl)C1=O)C1CCS(=O)(=O)C1 (stereo unspecified)	100	-1	6	9	5	0	102	105
CCOc1ccc(/C(C)=N/N2C(=O)C(CC(=O)Nc3ccc(OC)cc3[N+](=O)[O-])SC2=Nc2cccc(C)c2C)cc1 (stereo unspecified)	86	12	16	15	-1	7	97	96
COc1cccc(OCC(O)CN2CCC(CN3C(=O)c4cccc5cccc(c45)C3=O)CC2)c1 (stereo unspecified)	107	18	-22	7	-7	1	98	98

In the list so far, these have two or more sulfur atoms:
SMILES	LAP4-GFP MLPCN	procasp7 counter	EBNA-1 inh	ZTA counter	proCasp3 act	AHR act	MEP2 TOR yeast	RPL19A-GFP yeast
COc1ccccc1CNS(=O)(=O)c1cccc(S(=O)(=O)N2CCOCC2)c1	98	-2	8	15	-2	4	99	99
CN(C(=O)CN1C(=O)S/C(=C\c2ccccc2Cl)C1=O)C1CCS(=O)(=O)C1 (stereo unspecified)	100	-1	6	9	5	0	102	105

Already shown: 3 of the compounds above.
SMILES	LAP4-GFP MLPCN	procasp7 counter	EBNA-1 inh	ZTA counter	proCasp3 act	AHR act	MEP2 TOR yeast	RPL19A-GFP yeast
O=C(CC(=O)NCc1cccnc1)NCc1cccnc1	96	3	4	-17	4	1	98	97
COc1ccc(N(CC(=O)NN=C2CCCCCCC2)S(=O)(=O)c2ccccc2)cc1	105	8	5	-12	0	3	114	108
COc1ccc(/C(N)=N/OC(=O)c2cccc([N+](=O)[O-])c2C)cc1	119	5	14	17	10	54*	98	100

Carrying on:
SMILES	LAP4-GFP MLPCN	procasp7 counter	EBNA-1 inh	ZTA counter	proCasp3 act	AHR act	MEP2 TOR yeast	RPL19A-GFP yeast
COc1ccc(CN2CC(C(=O)NCCC(C)C)CC2=O)cc1 (stereo unspecified)	97	7	-11	2	8	0	95	97
O=C(N/N=C/c1ccc(O)cc1)c1cc(C2CC2)[nH]n1	94	1	-1	8	6	34	102	89
CCN(c1ccccc1)S(=O)(=O)c1ccc(C(=O)NCC2(N(C)C)CCCCC2)cc1	109	15	.	0	0	-1	108	103
OC1CCN(C(c2ccc3ncccc3c2)c2nnnn2C2CCCCC2)CC1 (stereo unspecified)	96	4	8	1	1	-1	98	96
COCCNC(=O)CCCCCn1c(=S)[nH]c2ccccc2c1=O	105	15	5	6	-10	2	109	105
NC1=NC(c2cn(-c3ccccc3)nc2-c2cccs2)n2c(nc3ccccc32)N1 (stereo unspecified)	104	6	5	11	5	1	105	103
O=C1CCCN1CC(O)CS(=O)(=O)Cc1ccccc1 (stereo unspecified)	99	1	-14	4	5	3	113	106
Cc1cccc(N(C)S(=O)(=O)c2ccc3[nH]cc(C(=O)N4CCOCC4)c(=O)c3c2)c1	87	4	-6	-4	11	7	96	98
CCOC(=O)Cn1c(=O)c2c(nc(Br)n2CC(=O)OCC)n(C)c1=O	92	-4	4	-2	-3	-3	104	95
COc1ccc(/C=C/C(=O)c2ccoc2)cc1	145	11	8	1	2	2	102	99
COC1OC(CO)C(O)C(O)C1O (stereo unspecified)	107	-6	-4	-3	-11	1	106	99
O=C(CN1C(=O)NC2NC(=O)NC21)N/N=C/c1ccccc1O (stereo unspecified)	94	12	0	14	3	0	96	88
O=C(NC(=S)Nc1nc(-c2ccc(Br)cc2)cs1)c1cccnc1	110	-6	0	0	-4	-2	106	102
O=C(CSc1nc2ccccc2c(=O)n1-c1ccc(OC(F)F)cc1)NC1CC1	97	-6	.	-14	5	1	95	94
COc1cccc(C(=O)N2CCN(C(=O)C3CCCO3)CC2)c1 (stereo unspecified)	100	-5	.	-18	-2	0	102	99
Oc1c(Br)cc(Br)cc1C=NCc1ccc(F)cc1	139	-2	1	9	-1	4	101	101
O=C(CN(C(=O)CNC(=O)c1cccs1)c1cccc(F)c1)NC1CCCCC1	96	-1	-7	10	10	2	103	103
CC(=O)c1nnn(-c2ccc([N+](=O)[O-])cc2C)c1C	102	0	-14	-19	6	-2	93	98
CCC(Sc1nc(-c2ccccc2)c(C#N)c(=O)[nH]1)C(=O)Nc1cc(C)on1 (stereo unspecified)	93	2	0	6	2	18	89	85
O=[N+]([O-])c1ccc(-c2cnc(SC(c3ccccc3)c3ccccc3)[nH]2)cc1	94	-3	-11	-2	-7	7	80	104
O=C(Cc1ccc(F)cc1)OCC(=O)c1cc2ccccc2o1	120	5	3	-12	0	2	115	101
CC(=O)N1c2ccc(S(=O)(=O)NCC3CCC(C(=O)N4CCC(C)CC4)CC3)cc2CC1C (stereo unspecified)	108	4	9	-2	2	-1	89	94
Cc1ccc(Nc2nc(N)[nH]c(=O)c2N=O)cc1	86	-3	-5	4	4	5	99	95
Cc1oc2c(CN3CCCCC3C)c(O)ccc2c(=O)c1-c1ccccc1 (stereo unspecified)	97	14	-4	4	6	-1	105	105
Cc1ccc(CNC(=O)Nc2ccccc2)n1C	90	0	-4	-7	-4	2	99	98

(next part)
SMILES	LAP4-GFP MLPCN	procasp7 counter	EBNA-1 inh	ZTA counter	proCasp3 act	AHR act	MEP2 TOR yeast	RPL19A-GFP yeast
CC(C)CC(=O)Nc1ccc(C(=O)COC(=O)C2=COCCO2)cc1	89	-5	-2	12	-8	0	96	93
O=C(CSc1oc(-c2ccco2)nc1S(=O)(=O)c1ccccc1)NCC1CCCO1 (stereo unspecified)	102	-2	-9	20	-5	6	99	99
O=C(CN(Cc1ccccc1)C(=O)CNS(=O)(=O)c1ccccc1)NCC1CCCO1 (stereo unspecified)	94	-5	-9	3	0	1	95	93
COc1ccccc1CNC(=O)COC(=O)CSc1ccc(Cl)cc1	88	7	-2	2	-8	0	91	88
Cc1ccc(C(=O)O)cc1-n1c(C)cc(C=O)c1C	97	12	1	-11	-2	0	88	88
COc1ccccc1Sc1nc(-c2ccccc2)ncc1OC	118	4	-6	2	1	6	105	99
O=c1c(-c2ccccc2)n[nH]c2ccccc12	75	2	-1	-9	0	117*	76	88
CCOC(=O)C(Cc1ccc(Cl)cc1Cl)c1ccno1 (stereo unspecified)	101	0	-12	-33	0	4	103	93
O=C(NC1CCSc2ccccc21)c1ccc(Cl)c(S(=O)(=O)N2CCOCC2)c1 (stereo unspecified)	92	-9	-1	-5	2	14	93	87
Cc1n[nH]c(=O)c2c(NC(=O)CSc3ccccc3Cl)oc(C)c12	102	2	-6	-5	-6	2	98	104

AHR act: entries above that show a hit.
SMILES	LAP4-GFP MLPCN	EBNA-1 inh	proCasp3 act	AHR act	MEP2 TOR yeast	RPL19A-GFP yeast
COc1ccc(/C(N)=N/OC(=O)c2cccc([N+](=O)[O-])c2C)cc1	119	14	10	54*	98	100
O=c1c(-c2ccccc2)n[nH]c2ccccc12	75	-1	0	117*	76	88
